# Vif-APOBEC3G blk: blocks the Vif interaction with human APOBEC3G. HeLa A3G-eYFP + Vif (tagged APOBEC3G with the HIV-1 protein that degrades it), YFP fluorescence, overnight. Potency, µM (doses to about 46.1 µM), for inactives: at the highest dose activity, negative = active, usual class: inhibitors. hit rate 0.076% among 410,000. AID 602310;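 also: % is scaled to controls: 0 for no effect and ±100 for the full control effect; nearly all actives have a fitted effect of over 60% in size; hits raise eYFP signal because A3G escapes Vif-driven loss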
#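 HeLa cells stably expressing Vif and C-terminally eYFP-tagged A3G, seeded overnight at 37 deg C, then exposed to compound by pintool overnight at 37 deg C. Rise in yellow fluorescence (Ex 488/Em 500-530, Acumen) marks blocked Vif-driven A3G degradation.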
# TrxR1 inh: inhibitors of rat thioredoxin reductase 1; AID 588453; Potency, µM (titrated, usually from 114 µM), without a hit: top-dose activity change, negative = inhibition, most hits filed as inhibitors; hit rate 1% among 390,000; recombinant rTrxR1, NADPH fluorescence consumption, selenite substrate; also: % is scaled to controls: 0 for no effect and ±100 for the full control effect; nearly all actives have a fitted effect of over 65% in size
#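 Rat TrxR1 (90 nM in the dispensed reagent) was pre-reduced with 400 uM NADPH for 5 min at room temperature, then incubated with compound for 15 min. After 400 uM selenite was added, NADPH fluorescence (Ex 340/Em 450 nm) was followed for 8 min.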
# USP1-UAF1 inh: USP1/UAF1 (human) deubiquitinase inhibition. O94782. recombinant USP1/UAF1, Ub-Rhodamine cleavage fluorescence. Potency, µM (doses to about 57.1 µM), for the others: at the highest dose activity change, negative = inhibition, actives largely listed as inhibitors. hit rate 0.23% among 390,000; also: % is scaled to controls: 0 for no effect and ±100 for the full control effect; nearly all actives have a fitted effect of over 60% in size; inactives centre near -12
#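 High-throughput fluorogenic screen: 1nM USP1/UAF1 complex, Ub-Rho substrate 150nM final, 50mM HEPES pH 7.8 with 0.5mM EDTA, 0.1 mg/ml BSA, 1mM TCEP and 0.01% Tween-20.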
# mIDH1 inhibitor: blocks human mutant IDH1 R132H enzyme | Potency, µM (highest dose often 76.6 µM), for the others: top-dose activity change, negative = inhibition, most hits filed as inhibitors | hit rate 0.093% among 390,000 | IDH1-R132H enzyme, NADPH consumption, diaphorase/resazurin fluorescence | AID 602179 | O75874; also: % is scaled to controls: 0 for no effect and ±100 for the full control effect; nearly all actives have a fitted effect of over 65% in size
# Target sequence (O75874 whole entry R132H, stated change not applied): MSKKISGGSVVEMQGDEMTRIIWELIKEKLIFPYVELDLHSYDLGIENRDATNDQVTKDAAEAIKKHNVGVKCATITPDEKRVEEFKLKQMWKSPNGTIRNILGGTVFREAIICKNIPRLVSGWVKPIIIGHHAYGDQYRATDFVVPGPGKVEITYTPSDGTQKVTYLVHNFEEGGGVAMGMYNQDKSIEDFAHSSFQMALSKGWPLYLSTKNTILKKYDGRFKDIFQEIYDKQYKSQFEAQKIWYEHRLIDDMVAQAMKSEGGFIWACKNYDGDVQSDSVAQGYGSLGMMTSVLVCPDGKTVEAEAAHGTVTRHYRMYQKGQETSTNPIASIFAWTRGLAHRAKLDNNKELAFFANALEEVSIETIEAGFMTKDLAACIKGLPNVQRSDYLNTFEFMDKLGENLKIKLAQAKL
#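 IDH1-R132H (0.5 ug/mL) preincubated 30 min with compound, then NADPH (0.016 mM) and alpha-KG (2 mM) added; 80 min at RT, pH 7.5. Remaining NADPH coupled via diaphorase/resazurin to fluorescence (540/590 nm); concentration-response curves normalized to no-enzyme control.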
# Vif-A3F inh: Vif-A3F binding inhibition; hit rate 0.2% among 390,000; HeLa A3F-eYFP + Vif (tagged APOBEC3F with the HIV-1 protein that degrades it), YFP fluorescence increase; AID 602313; Potency, µM (titrated, usually from 46.1 µM), for the others: top-dose activity, negative = active; also: % of control where 0% means no effect; nearly all actives have a fitted effect of over 65% in size
#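 HeLa cells stably expressing Vif plus C-terminally eYFP-tagged A3F were seeded, incubated overnight at 37 deg C, dosed with compound, incubated overnight again at 37 deg C. Yellow fluorescence (Ex 488/Em 500-530) reported blocked Vif-mediated A3F-eYFP degradation.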
# RXFP1 agonist: RXFP1 (human) receptor agonism | hit rate 0.3% among 370,000 | AID 2676 | Q9HBX9 | HEK293T-RXFP1 cAMP TR-FRET, 30 min; response scale: percent of porcine relaxin response, buffer zero | Potency, µM (doses to about 57.5 µM), inactives show at the top dose activation, hits mostly activators; also: % is scaled to controls: 0 for no effect and ±100 for the full control effect; nearly all actives have a fitted effect of over 60% in size; many of its hits are not listed in these tables
#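 HEK293 cells stably expressing RXFP1, treated 30 min at 37C with compounds plus PDE4 inhibitor Ro 20174; cAMP measured by HTRF TR-FRET. Normalized to buffer and 29 nM porcine relaxin; EC50 by Hill fit.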
# RGS4 inh: human RGS4 inhibition; Potency, µM (titrated, usually from 114 µM), without a hit: top-dose activity change, negative = inhibition, most hits filed as inhibitors; P49798; hit rate 0.039% among 390,000; Transcreener GDP fluorescence polarization, RGS4-accelerated GTP hydrolysis; also: % is scaled to controls: 0 for no effect and ±100 for the full control effect; nearly all actives have a fitted effect of over 75% in size; some results filed as inactive show a strong effect at the top dose
#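 MLSMR compounds (23 nl, pin-transferred) preincubated 10 min at room temperature with a 500nM (2x) first reagent, then RGS4 at 900nM (2x) plus Transcreener GDP mix added; fluorescence polarization (620/688 nm) read before and after 90 min at 30 °C.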
# ALOX12 inh: ALOX12 (human) lipoxygenase inhibition. Potency, µM (series often up to 108 µM), inactives show top-dose activity change, negative = inhibition, usual class: inhibitors. hit rate 1.1% among 580,000. purified 12hLO, xylenol orange hydroperoxide absorbance. P18054; also: % is scaled to controls: 0 for no effect and ±100 for the full control effect
# Target sequence (P18054 whole entry, looked up): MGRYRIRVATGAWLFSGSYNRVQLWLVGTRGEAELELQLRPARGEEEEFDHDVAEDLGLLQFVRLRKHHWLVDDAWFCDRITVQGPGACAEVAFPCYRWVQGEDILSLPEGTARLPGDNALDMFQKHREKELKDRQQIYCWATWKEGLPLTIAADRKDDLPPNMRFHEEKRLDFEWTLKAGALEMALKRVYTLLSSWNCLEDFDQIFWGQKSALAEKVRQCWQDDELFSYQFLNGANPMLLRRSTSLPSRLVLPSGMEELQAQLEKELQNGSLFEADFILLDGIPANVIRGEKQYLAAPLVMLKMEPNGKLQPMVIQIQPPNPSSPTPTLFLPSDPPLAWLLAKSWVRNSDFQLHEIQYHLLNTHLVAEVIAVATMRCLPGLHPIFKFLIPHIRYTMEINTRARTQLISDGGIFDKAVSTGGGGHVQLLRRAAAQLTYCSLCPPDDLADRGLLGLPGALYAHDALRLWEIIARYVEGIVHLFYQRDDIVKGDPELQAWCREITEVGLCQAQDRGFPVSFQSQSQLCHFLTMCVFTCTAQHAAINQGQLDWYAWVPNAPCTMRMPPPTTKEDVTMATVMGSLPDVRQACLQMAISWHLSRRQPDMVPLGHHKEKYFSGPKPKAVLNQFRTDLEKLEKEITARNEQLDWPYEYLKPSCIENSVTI
#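 Purified human 12hLO at 150 nM in 25 mM Hepes, 0.01% Triton X-100, pH 7.0, preincubated 15 min at room temperature with compound. Reaction started with 40 uM arachidonic acid, 30 min at room temperature. Hydroperoxide measured by Fe-xylenol orange, 573/405 nm absorbance ratio.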
# TrxR1 substrate: is turned over as a substrate by rat TrxR1; O89049; hit rate 0.01% among 390,000; AID 588456; purified TrxR1 substrate turnover, NADPH consumption readout; Potency, µM (series often up to 114 µM), for the others: top-dose activity change, negative = substrate turnover; also: % is scaled to controls: 0 for no effect and ±100 for the full control effect; nearly all actives have a fitted effect of over 50% in size
#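 Rat TrxR1, dispensed at 90 nM, was prereduced with 400 uM NADPH (final) for 5 min at ~22 deg C, then incubated with compound 15 min before 400 uM selenite. A first-read NADPH fluorescence drop versus no-compound background flagged substrates.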
# * = called active by the depositor; ? = inconclusive; . = not tested or not shown; [ ] = remark or other dose. Calls follow the shape of the dose curve; as a rule, active = well fitted curve in the direction sought with a large enough effect; inconclusive = small, poorly fitted or top-dose-only effect, or another doubt; inactive = no such curve, though single readings can be large; an effect the other way counts as inactive or inconclusive. Potency is read from the fitted curve at half-maximal effect. An excerpt; rates above refer to the full screens.
SMILES,Vif-APOBEC3G blk,TrxR1 inh,USP1-UAF1 inh,mIDH1 inhibitor,Vif-A3F inh,RXFP1 agonist,RGS4 inh,ALOX12 inh,TrxR1 substrate
COc1cc(NC(=O)c2cc3ccc4cccnc4c3[nH]2)cc(OC)c1OC,0%,4%,-18%,0%,-2%,-2.9%,0%,0%,-7%
CN(C)S(=O)(=O)c1ccc(Cl)c(C(=O)Nc2ccc(S(=O)(=O)N3CCOCC3)cc2)c1,9%,15%,-23%,-5%,10%,0.2%,22%,0%,4%
CCC(=O)Nc1cccc(NC(=O)c2ccc3c(c2)OCCO3)c1,-2%,16%,-7%,6%,3%,0.0%,6%,?,3%
CCOc1cccc(CN2CCN(CCc3ccccc3)C(CCO)C2)c1O (stereo not given),-5%,14%,-2%,9%,-22%,-0.4%,11%,3%,1%
OC1(c2ccccc2F)CCN(Cc2nnc(-c3ccccc3)o2)CC1,5%,3%,-6%,-10%,-4%,-0.3%,8%,-14%,-3%
Cc1onc(-c2c(Cl)cccc2Cl)c1C(=O)c1ccccc1,-10%,25%[57.1 µM],-14%,9%,4%,2.7%,0%,24%,9%[57.1 µM]
Cc1ccc(NC(=O)CN(C)CC(=O)Nc2ccc(F)c(Cl)c2)cc1,0%,36%[activator],-16%,9%,-11%,0.4%,1%,?,5%
CNC(=S)SCCOc1ccccc1C,3%,0%[57.1 µM],-24%,15%,-15%,0.6%,-25%,?,8%[57.1 µM]
CCNC(=S)NS(=O)(=O)c1ccc(Cl)cc1,0%,?,-12%,2%,1%,-0.3%,-37%,?,1%
NNC(=O)c1c(O)c2cccc3c2n(c1=O)CCC3,-4%,-15%,-6%,-7%,0%,6.9%,-13%,16%,-6%
CSCCC(NC(=O)c1ccccc1Cl)C(=O)N1CCCC(C)C1 (stereo not given),0%,-4%[57.1 µM],-3%,-7%,8%,.,28%,-20%,-5%[57.1 µM]
CCc1c(C)nc2ncnn2c1Nc1ccc(C)c(C)c1,0%,-10%,-9%,1%,.,-4.4%,6%,0%,-4%
Nc1cc(=O)nc(SCC(=O)Nc2ccccc2)n1-c1ccccc1,0%,-6%[57.1 µM],-10%,1%,-5%,1.3%,-35%,1%,7%[57.1 µM]
COc1ccc(OCC(=O)NC(CC(=O)O)c2ccc(OC)c(OC)c2)cc1 (stereo not given),0%,-10%[57.1 µM],6%,10%,-1%,1.3%,-8%,1%,-4%[57.1 µM]
Cc1ccc(NC(=O)c2ccc3ccccc3n2)nc1,0%,6%,-11%,0%,-10%,-0.9%,-17%,?,3%
CCCCCCOc1ccc(OC(=O)c2ccncc2)cc1,3%,-6%,-7%,7%,1%,3.3%,-14%,0%,-7%
Cc1cc(C)c2c(c1)N[C@H](c1cccs1)[C@@H]1CCO[C@H]21,-12%,20%,-17%,-2%,8%,2.7%,7%,200%[activator],1%
CC(=O)NCCn1c(SCc2ccc(C)cc2C)nc2ccccc2c1=O,-14%,-7%,-5%,2%,3%,3.1%,-14%,-2%,-12%
CCN(CC)S(=O)(=O)c1ccc(/C=C/C(=O)OCC(=O)NCc2ccco2)cc1,-7%,?,1%,7%,1%,.,-20%,-22%,-8%
CSc1nsc(SCC(=O)N2CCc3ccccc32)n1,-5%,-5%[57.1 µM],-7%,4%,-8%,-0.5%,3%,10%,-4%
Cc1cc(F)ccc1NCc1cc2c(cc1[N+](=O)[O-])OCO2,-14%,6%[57.1 µM],-26%,12%,-6%,1.9%,-19%,32%[activator],10%[57.1 µM]
CNc1nc(Sc2ccccc2)cc(C(F)(F)F)n1,-3%,10%,-11%,9%,-14%,-0.8%,3%,-25%,-5%
COc1cc(/C(C)=N/N2CCN(c3ccccc3OC)CC2)ccc1O,-1%,17%,-12%,0%,7%,1.8%,-15%,21%,0%
COc1cc(Cl)c(NC(=O)c2cc(S(=O)(=O)N3CCOCC3)cn2C)c(OC)c1,0%,-11%,-24%,5%,-6%,-1.5%,11%,-14%,-9%

# Full records, looked up by structure. Values in the order: Vif-APOBEC3G blk	TrxR1 inh	USP1-UAF1 inh	mIDH1 inhibitor	Vif-A3F inh	RXFP1 agonist	RGS4 inh	ALOX12 inh	TrxR1 substrate
# `CSc1nsc(SCC(=O)N2CCc3ccccc32)n1` as listed: -5%	-5%[57.1 µM]	-7%	4%	-8%	-0.5%	3%	10%	-4%
# `Cc1ccc(NC(=O)c2ccc3ccccc3n2)nc1` as listed: 0%	6%	-11%	0%	-10%	-0.9%	-17%	?	3%

# Further structures.
SMILES,Vif-APOBEC3G blk,TrxR1 inh,USP1-UAF1 inh,mIDH1 inhibitor,Vif-A3F inh,RXFP1 agonist,RGS4 inh,ALOX12 inh,TrxR1 substrate
CC(C)(C)C1=CC(=Nc2ccccc2N)C=C(C(C)(C)C)C1=O,-8%,-17%,-8%,0%,0%,-0.4%,-6%,5%,-19%
COC(=O)C1=C(O)CSC1=Nc1ccccc1,-1%,4%[57.1 µM],-10%,11%,4%,2.1%,-21%,?,-10%[57.1 µM]
CCN(c1ccccc1)S(=O)(=O)c1ccc(C(=O)Nc2nnc(COC)o2)cc1,1%,-14%,-3%,0%,-8%,2.0%,23%,4%,-9%
Cc1cc(C)c2c(c1)c(C)cc1nnc(SCc3ccccc3C#N)n12,1%,3%,?,-6%,-3%,-2.3%,17%,-2%,-7%
Cc1ccc(C)c(NC(=O)CN2C(=O)C3(SCC(=O)N3c3ccc(C)c(C)c3)c3ccccc32)c1 (stereo not given),2%,9%,-26%,11%,-5%,2.7%,6%,-5%,0%
C[C@H]1CC[C@@]2(O[C@H](CCO)C[C@@H](O)[C@@H]2O)O1,5%,15%[57.1 µM],1%,0%,0%,-2.6%,26%,4%,6%[57.1 µM]
COc1ccc(S(=O)(=O)N(C)C)cc1NC(=O)COC(=O)c1n[nH]c2ccccc12,-1%,.,-26%,1%,0%,.,.,2%,.
O=C(NCCc1ccccc1)/C(=C\c1ccc([N+](=O)[O-])cc1)NC(=O)c1ccco1,2%,?,-20%,6%,1%,-0.4%,-35%,-16%,-18%
CC(C)Cc1cc(-c2ccco2)c(C#N)c(N)n1,-11%,?,-2%,-7%,2%,3.1%,14%[11.4 µM],.,23%
CCCCOP(=O)(c1ccc(N(C)C)cc1)C(O)c1c(Cl)cccc1Cl (stereo not given),0%,12%[57.1 µM],-21%,8%,-1%,0.2%,13%,-17%,15%[57.1 µM]
CCN(CC)c1ccc(C(=O)N/N=C/c2ccc(N3CCOCC3)cc2)cc1,-8%,9%[57.1 µM],-15%,8%,?,7.1%,6%,1%,13%[57.1 µM]
CN(C(=O)COC(=O)c1ccccc1C(=O)N1CCN(c2ccccc2)CC1)c1ccccc1,0%,1%[57.1 µM],-18%,4%,1%,1.6%,-36%,-6%,-8%[57.1 µM]
COc1ccc(NC(=O)CN2C(=O)NC(C)(c3ccc(C)cc3)C2=O)cn1 (stereo not given),-1%,3%,-10%,-1%,7%,-0.5%,-16%,256%[activator],-2%
O=C(COc1ccc2c(c1)OCO2)Nc1cccc(F)c1,-2%,7%[57.1 µM],-15%,21%,2%,0.1%,0%,5%,4%[57.1 µM]
COCCn1nnnc1SCC(=O)N1CCCCC1,1%,11%,-10%,8%,-11%,-0.7%,-34%,133%[activator][57.4 µM],5%
Cc1ccc(CNC(=O)c2cc(-c3ccccc3)nn2CC2CC(c3cccc([N+](=O)[O-])c3)=NO2)cc1 (stereo not given),1%,34%[57.1 µM],-23%,8%,8%,.,9%,-17%,15%[57.1 µM]
CCOC(=O)c1c(CN2CCCCC2)n(C)c2cc(Br)c(OC)cc12,2%,-6%,-18%,4%,-10%,3.2%,-17%,-7%,-4%
c1ccc2c(c1)CCN(c1ncnc3c1[nH]c1ccccc13)C2,-19%,-12%,-5%,7%,.,1.6%,12%,5%,6%
Cc1cc(C(=O)CN2CCC(C)CC2)c(C)n1-c1ccc(F)cc1,-8%,1%,-7%,8%,-6%,0.0%,11%[11.4 µM],-12%,4%
COc1ccc(C(=O)/C=C/Nc2cccc(C)n2)cc1OC,-16%,-11%,-22%,3%,-4%,-1.7%,-30%,298%[activator],4%
CCOC(=O)C(NC(=O)Nc1ncccn1)(Oc1ccccc1)C(F)(F)F (stereo not given),-1%,-3%[57.1 µM],3%,13%,0%,-1.2%,4%,450%[activator],5%[57.1 µM]
CCOC(=O)CSc1ncc(OC)c(Sc2ccc(OC)cc2)n1,-13%,18%,-20%,20%,-15%,0.4%,-29%,?,6%
O=C(Cc1nc2ccccc2[nH]1)N/N=C/c1ccccc1,-6%,?,-17%,-2%,3%,1.1%,2%[11.4 µM],-6%,9%
CC1CCCCC1NC(=O)CN1C(=O)NC(C)(c2cccc(Br)c2)C1=O (stereo not given),0%,14%,-2%,-8%,-3%,0.9%,27%,70%,-2%
CCN(CC)C(=O)CC(c1ccc(OC)cc1)c1c(OC)cc(OC)c2c(-c3ccccc3)cc(=O)oc12 (stereo not given),-5%,5%,.,.,.,.,-22%,.,-1%
CCc1nnc(SCCSc2nnc(CC)n2N)n1N,0%,-16%,6%,13%,.,0.1%,0%,20%,-8%

# Bioassay records: PubChem, National Center for Advancing Translational Sciences (NCATS)
